Autophagy HCS: autophagy modulation, high-content screen. calls only at 10 µM (by protocol). AID 463193. 190,000 tested, 0.98% active. MEF GFP-LC3 puncta imaging; test concentration mostly 10 µM;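 active means percentage of spot-positive cells more than 3 SD above its plate mean, without a fluorescence outlier flag or 80% toxicity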;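 further: spot-positive cell cutoff set from DMSO-treated cells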
Ins promoter up: MIN6 insulin promoter up-regulation. MIN6 insulin promoter-GFP reporter, high-content imaging; hits give high values. z-score at 5 µM. 190,000 tested, 0.3% active. AID 1625;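 active means z-score above 3 at 5 µM with at least 500 cells counted in the well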
CSM14.1 death rescue: rescue of cells from ER stress-induced death, primary screen, 384-well, CSM14.1, thapsigargin, ATP luminescence (AID 1222); CSM14.1 thapsigargin-induced death rescue, ATP luminescence; higher % means a stronger effect; cellular ATP content (survival), % at 20 µM, or EC50 in µM where a hit was titrated; 190,000 tested, under 10 active;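 active means EC50 below 50 µM in the dose-response confirmation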;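 further: death triggered by thapsigargin at about 15 µM added after 2 h compound pretreatment; cell ATP read after overnight thapsigargin exposure of roughly 18 to 22 hours; normalized against plate controls of thapsigargin alone and 5% DMSO vehicle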
M1AAP inhibition: malaria alanyl aminopeptidase activity blockers – biochemical, fluorogenic H-Leu-NHMec substrate, 1536-well (AID 1445) | 220,000 tested, 0.42% active | recombinant M1AAP, H-Leu-NHMec fluorogenic kinetic assay; higher % means a stronger effect | inhibition, % at 30 µM, or IC50 in µM where a hit was titrated;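 active means primary inhibition above the hit cutoff, then over 50% inhibition at one or more dose response concentrations, cut at about 23% in these data, passing the limit was not always enough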;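 further: plate controls were DMSO full reaction for no effect and no enzyme background for full effect; strong numbers were not always called active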
K1F lysis inhibition: inhibition of K1F phage lysis, E. coli UTI89, bacterial capsule biogenesis inhibitors, alamar blue (AID 488966); E. coli UTI89 K1F phage lysis, alamar blue, 2 h; higher % means a stronger effect; inhibition, % at 100 µM, or IC50 in µM where a hit was titrated; 340,000 tested, 0.02% active;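 active means phage lysis inhibition, versus mean bacterial control, above a set limit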;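 further: capsule biogenesis inhibitors block K1F phage lysis so surviving cells raise fluorescence; higher fluorescence means more inhibition of phage lysis; actives were called in the ten point dose series up to 300 µM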
Dynein cargo inh: blocks dynein driven cargo transport along microtubules; 3617.4 mouse cells, GR-EGFP nuclear translocation imaging; test concentration mostly 20 µM; stimulated with dexamethasone, 1 µM; hits give low values; z-score, hits read low; 220,000 tested, 0.47% active; AID 1381;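 active means plate z-score of nuclear minus cytoplasmic receptor signal below a set negative limit, without overly bright fluorescence or cell loss, cut at about -3.5 in these data, passing the limit was not always enough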;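 further: z-score of nuclear minus cytoplasmic ring GR-EGFP intensity difference per well; some compounds called inactive have numbers as strong as hits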
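Buffer or medium: tet-free medium with charcoal-stripped serum / Also added: dexamethasone agonist, 1.0 µM final, for 30 min / Timing: induction 48 h, compound 1 h, agonist 30 min / Measured by: high-content fluorescence imaging after fixation / Read-out: nuclear-to-cytoplasmic GR-EGFP distribution per well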
MT stabilize HCS: microtubule stabilizers in HeLa cells; HeLa tubulin immunostaining HCS, 24 h; share of cells brighter than vehicle mean+2SD; % tubulin-high responders, % at 10 µM; 200,000 tested, 0.83% active; AID 2205;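 active means plate Z-score above 3 for both tubulin-high and condensed-nucleus cell shares, with cell loss under 80%, at 10 µM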;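 further: anti alpha tubulin signal scored within the nucleus-defined area of each cell; some results filed as inactive read as strong as hits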
bCat nuc transl: modulators of beta-catenin nuclear translocation; HeLa beta-catenin nuclear translocation, immunofluorescence imaging; nuclear translocation activity, % at 5 µM; 190,000 tested, 0.3% active; AID 1665;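 active means nuclear translocation activity above 50% at 5 µM, with a well cell count of 50 or more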;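 further: per-cell ratio of nuclear to cytoplasmic median beta-catenin stain intensity; plate controls were DMSO negative control for no effect and GSK-3 inhibitor IX positive control for full effect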
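test system = HeLa cells, endogenous beta-catenin | dosing = single 5 µM dose plus 0.02–20 µM confirmation series | times = compound treatment 24 h, 37°C, 5% CO2 | technique = beta-catenin immunofluorescence imaging with DAPI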
P. falciparum M17LAP: P. falciparum M17LAP inhibitors, primary screen, biochemical, fluorogenic H-Leu-NHMec substrate, 1536-well (AID 1619); recombinant M17LAP, H-Leu-NHMec fluorogenic kinetic assay; higher % means a stronger effect; inhibition, % at 30 µM; hits with a dose series show IC50 in µM; 220,000 tested, 0.38% active;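 active means compound inhibiting the enzyme by more than half at any dose during confirmatory dose-response retesting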;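 further: plate controls were full reaction with DMSO carrier for no effect and no enzyme background for full effect; strong numbers were not always called active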
Dynein cargo inh cytoplasmic EGFP: further read-out of Dynein cargo inh, marked with its call; z-score; measured here: cytoplasmic GR-EGFP intensity; hits give high values
Dynein cargo inh nuclear GR-EGFP: second read-out of Dynein cargo inh, no call of its own (marks repeat the call); z-score; measured here: nuclear GR-EGFP intensity;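 lower value marks the stronger effect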
Dynein cargo inh cell count: further read-out of Dynein cargo inh, marked with its call; z-score; measured here: cell count per field
Ins promoter up cell count: further read-out of Ins promoter up, marked with its call; cell count; measured here: cytotoxicity, nuclei count;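 total cells summed across four imaged fields per well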
bCat nuc transl cell count 5 µM: second read-out of bCat nuc transl, no call of its own (marks repeat the call); cell count; measured here: cell count, cytotoxicity flag
MT stabilize HCS Hoechst-high %: recorded beside MT stabilize HCS, whose call it bears; % Hoechst-high responders; measured here: nuclear condensation Hoechst responders;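 share of cells brighter than vehicle mean plus two SD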
MT stabilize HCS cytotoxicity %: also measured in MT stabilize HCS; calls as there; toxicity, %; measured here: cytotoxicity by cell density;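 0% = mean cell density of plate MIN control wells and 100% = no cells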
Autophagy HCS cell loss 18 h: recorded beside Autophagy HCS, whose call it bears; toxicity, %; measured here: cell loss, nuclei count;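 cell loss after 18 h compound exposure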
* = called active by the depositor; i = inactive; x = not tested or not shown; + = active, no number; [ ] = another dose, or the depositor's remark.

SMILES	Autophagy HCS	Autophagy HCS cell loss 18 h	Ins promoter up	Ins promoter up cell count	CSM14.1 death rescue	M1AAP inhibition	K1F lysis inhibition	Dynein cargo inh	Dynein cargo inh cytoplasmic EGFP	Dynein cargo inh nuclear GR-EGFP	Dynein cargo inh cell count	MT stabilize HCS	MT stabilize HCS Hoechst-high %	MT stabilize HCS cytotoxicity %	bCat nuc transl	bCat nuc transl cell count 5 µM	P. falciparum M17LAP
CCOC(=O)N1CCN(C(=O)CSc2nc3ccccc3c(=O)n2-c2ccccc2)CC1	i	0	x	x	17%	4%	0.7%	-0.56	0.051	-0.21	-0.14	1.6	2.8	5.7	-6.6	988	6%
O=C(CC(NC(=O)c1ccccc1Cl)c1ccccc1)NCCc1ccc(Cl)cc1 (stereo unspecified)	i	-13	x	x	-1.0%	2%	-0.1%	-0.27	-0.1	-0.24	0.095	2.8	2.3	5.1	4.3	909	-3%
CCOc1ccc(N2C(=O)C3Sc4[nH]c(=O)sc4C(/C=C/c4ccccc4)C3C2=O)cc1 (stereo unspecified)	i	5	0.21	1496	-0.4%	8%	4.5%	0.55	-0.14	0.42	-0.11	3.7	3.5	4.5	-3.5	1158	-6%
Cc1ccc(CNC(=O)C2CC(=O)OC23CCCC3)c(C)c1 (stereo unspecified)	i	1	0.05	1207	1.3%	3%	0.0%	-1.6	-0.25	-0.97	0.42	2.2	1.3	3.7	-1.5	1171	7%
N#CCCN(Cc1cccnc1)C(=S)NC(=O)C1CC1	i	15	x	x	-1.9%	-2%	x	-0.096	-0.26	-0.0097	0.038	2.4	2.8	2.2	-0.9	1024	-3%
CCC(=O)N1CCc2cc(Br)cc(S(=O)(=O)CCC(=O)N(CC)CC)c21	i	-10	-0.14	1218	-0.4%	-3%	0.1%	-0.29	0.53	-0.1	-0.36	2.0	2.9	5.2	-2.0	1009	7%
CC(=O)Nc1ccc(S(=O)(=O)Nn2cnnc2)cc1	i	-2	0.38	1602	-0.6%	1%	0.4%	-0.062	-0.24	-0.011	-0.59	1.1	1.4	2.3	-0.9	1112	-7%
CC(C)(C)c1ccc(C(=O)NCC(=O)OCC(=O)Nc2ccc3c(c2)OCCO3)cc1	i	0	0.18	1258	-1.5%	1%	-0.1%	0.48	-0.1	1.1	-1.5	4.5	1.7	2.5	0.0	920	-5%
Cc1ccc(SCCC(=O)Nc2cc(C)on2)cc1	i	21	1.1	1258	2.9%	10%	0.2%	0.32	-0.29	0.16	0.24	3.8	2.0	6.0	-0.6	1127	-3%
O=C(O)c1ccccc1N(Cc1ccccc1)C(=O)COc1ccccc1	x	x	-0.2	1077	x	6%	-0.1%	-0.13	-0.14	-0.16	-0.77	x	x	x	-1.6	1346	-10%
Cc1ccc(CN2CCN(Cc3cccn3-c3nccs3)CC2CCO)cc1 (stereo unspecified)	i	1	0.52	1545	-1.0%	4%	0.4%	-0.43	-0.3	-0.24	0.77	1.9	2.1	3.3	1.2	972	10%
CCCC1C2C(=O)N(c3ccccc3)C(=O)C2ON1c1ccccc1 (stereo unspecified)	i	8	1.2	944	-0.1%	2%	-0.3%	0.35	-0.12	0.24	0.93	1.1	0.7	6.1	x	x	-10%
O=C(Nc1cccc(C(=O)N2CCOCC2)c1)NC1CCCCC1	i	-8	x	x	-0.8%	-1%	2.0%[50 µM]	-0.27	-0.042	-0.037	0.18	1.7	3.4	11	x	x	5%
O=C(COC(=O)c1cc(S(=O)(=O)Nc2ccccc2Cl)ccc1O)Nc1nc2ccccc2s1	i	3	0.13	1173	-0.5%	44µM*	0.8%	0.73	-0.32	0.6	-0.069	3.5	2.7	18	-1.8	1126	2%
NC(=O)COC(=O)CNC(=O)c1ccc(Cl)cc1	i	-3	-0.42	1381	-1.3%	-4%	0.9%	0.098	-0.39	-0.0064	0.27	3.8	1.6	9.1	-1.6	820	4%
Cn1c(=O)c2c(ncn2CC(=O)OCC(=O)NC(c2ccccc2)c2ccccc2)n(C)c1=O	i	4	-0.37	1297	-0.6%	2%	1.2%[50 µM]	0.41	-0.25	0.31	-0.55	2.9	1.7	4.0	1.3	1063	11%
Cc1c(Nc2cc(Cl)c3nonc3c2[N+](=O)[O-])c(=O)n(-c2ccccc2)n1C	+	47*	0.23	1065	-1.6%	9%	-3.4%	-6*	1.3*	-2.7*	-0.51*	3.4	2.9	4.1	x	x	20%
CC(C)NC(=O)Cn1c(SCC(=O)N2CCc3ccccc3C2)nc2ccccc21	i	1	-0.68	914	2.7%	3%	6.2%	2.6	-0.13	1.8	-1.1	3.8	2.9	11	-7.2	1185	9%
COCCCNC(=O)C1CCN(C(=O)Nc2ccc(Cl)cc2)CC1	i	-2	-0.71	1980	-3.0%	-1%	0.0%	0.8	0.006	0.76	0.55	2.6	3.0	13	-0.6	1110	-3%
Cc1cccc(N(C(=O)c2nsc(Cl)c2Cl)C(C(=O)NC2CCCC2)c2ccc(O)cc2)c1C (stereo unspecified)	i	6	x	x	-2.0%	6%	1.5%[50 µM]	0.87	-0.25	0.53	-0.34	7.6	1.9	4.7	2.5	1049	2%
CCOc1ccc(-c2cc(C(=O)Nc3ccc4c(c3)OCCO4)c3ccccc3n2)cc1	i	16	-1.9	1138	-0.4%	3%	2.2%	0.15	-0.22	0.62	0.44	45	17	27	0.2	1412	-1%
c1ccc(Nc2nc(N3CCOCC3)c3ccccc3n2)cc1	i	5	-1.3	637	-3.9%	9%	6.9%	-0.13	-0.41	-0.13	0.71	1.2	1.8	16	3.1	1001	4%
COc1cc(NC(=S)NCCc2ccccc2)c(OC)cc1NC(=O)C(C)C	x	x	0.24	1089	x	-2%	0.1%	0.031	-0.13	0.68	-0.62	x	x	x	-1.9	1371	5%
CC(OC(=O)CNC(=O)C12CC3CC(CC(C3)C1)C2)C(=O)Nc1ncc(Cl)cc1Cl (stereo unspecified)	i	15	1.1	817	0.8%	7%	0.1%	-0.21	-0.27	-0.12	2.1	4.0	3.0	7.9	-8.0	1187	2%

The final two compounds of the section before come first, to join the parts:
SMILES	Autophagy HCS	Autophagy HCS cell loss 18 h	Ins promoter up	Ins promoter up cell count	CSM14.1 death rescue	M1AAP inhibition	K1F lysis inhibition	Dynein cargo inh	Dynein cargo inh cytoplasmic EGFP	Dynein cargo inh nuclear GR-EGFP	Dynein cargo inh cell count	MT stabilize HCS	MT stabilize HCS Hoechst-high %	MT stabilize HCS cytotoxicity %	bCat nuc transl	bCat nuc transl cell count 5 µM	P. falciparum M17LAP
COc1cc(NC(=S)NCCc2ccccc2)c(OC)cc1NC(=O)C(C)C	x	x	0.24	1089	x	-2%	0.1%	0.031	-0.13	0.68	-0.62	x	x	x	-1.9	1371	5%
CC(OC(=O)CNC(=O)C12CC3CC(CC(C3)C1)C2)C(=O)Nc1ncc(Cl)cc1Cl (stereo unspecified)	i	15	1.1	817	0.8%	7%	0.1%	-0.21	-0.27	-0.12	2.1	4.0	3.0	7.9	-8.0	1187	2%
COc1cccc(-c2nn(-c3ccccc3)cc2CN(C)Cc2ccon2)c1	i	-4	-0.73	1406	5.7%	-6%	-0.4%	-1.1	-0.34	-0.71	1.3	0.4	0.8	7.8	-0.7	1031	-1%
CCCC(=O)Nc1nnc(SCC(=O)NCc2ccco2)s1	i	3	-0.13	1555	2.5%	3%	1.5%[50 µM]	-0.17	-0.28	-0.25	0.38	5.7	1.7	6.7	-0.3	1045	1%
COc1cccc(-n2c(CCn3nc(C)c([N+](=O)[O-])c3C)n[nH]c2=S)c1	i	3	x	x	-1.9%	3%	1.4%	-0.66	-0.29	-0.66	0.41	2.6	3.2	11	0.5	923	5%
O=C(C(c1ccccc1)c1ccccc1)N1CCN(Cc2ccco2)CC1	i	2	-0.01	1165	-0.9%	-4%	0.8%	-0.071	-0.27	-0.02	0.74	2.5	1.7	7.2	-1.9	1162	1%
CCCCCOc1ccc(OC(=O)c2ccncc2)cc1	i	23	-0.34	1598	-1.8%	7%	0.8%	-0.54	-0.21	0.044	0.36	3.6	1.4	7.8	-0.1	1311	3%
Cc1cccc(C)c1NC(=S)NC(=O)c1ccc(Br)o1	i	7	-0.03	1477	-0.7%	2%	0.2%	-0.33	-0.27	0.15	0.64	2.4	2.2	9.5	1.7	1466	-5%
N#Cc1cc([N+](=O)[O-])ccc1NC(=O)COC(=O)CCC1CCCCC1	i	23	-0.72	1380	-1.9%	9%	x	-1.3	-0.16	-0.64	0.47	4.2	1.5	2.0	-2.6	924	3%
CC(C)CC(NC(=O)c1ccco1)C(=O)Nc1ccc2c(c1)OCCO2 (stereo unspecified)	x	x	0.83	891	-0.4%	8%	5.4%	0.96	-0.14	0.51	-0.44	3.4	2.1	12	x	x	15%
Cc1nnc2n(-c3ccccc3)c(=O)c3c4c(sc3n12)CC(C)CC4 (stereo unspecified)	i	5	0.15	1331	-1.1%	4%	3.4%	0.065	-0.31	0.33	-0.045	0.9	0.2	28	x	x	-10%
CCOC(=O)c1c(NC(=S)NC(=O)c2cnn(CC)c2)sc2c1CCC(C)C2 (stereo unspecified)	i	13	-0.54	1402	0.7%	10%	-0.3%	-0.32	-0.25	0.37	2.3	3.1	2.1	1.8	2.1	1401	4%
Cc1cc(S(=O)(=O)Nc2ccccc2C(=O)O)ccc1Cl	i	-8	-0.58	1260	-5.1%	7%	0.9%	0.31	-0.066	0.94	-1.8	0.5	2.3	6.2	-4.5	1221	-4%

Assay outcomes: PubChem, several laboratories
